# High-throughput results: PubChem BioAssay, IUPUI and University of Michigan
# ST2 IL33 inh = inhibitors of human ST2 (IL1RL1) binding to IL-33, primary screen, biochemical, AlphaLISA | actives 2.3% (n = 78,000) | Interleukin-1 receptor-like 1 (Homo sapiens), Q01638 | AID 1259354, 2018 | AlphaLISA ST2-Fc/biotin-IL-33 interaction, 1 h | inhibition, % for hits at 17 µM; in the data active = inhibition above about 30%; inconclusive = mostly about 10% to 28%
# Target sequence (Q01638 whole entry, looked up): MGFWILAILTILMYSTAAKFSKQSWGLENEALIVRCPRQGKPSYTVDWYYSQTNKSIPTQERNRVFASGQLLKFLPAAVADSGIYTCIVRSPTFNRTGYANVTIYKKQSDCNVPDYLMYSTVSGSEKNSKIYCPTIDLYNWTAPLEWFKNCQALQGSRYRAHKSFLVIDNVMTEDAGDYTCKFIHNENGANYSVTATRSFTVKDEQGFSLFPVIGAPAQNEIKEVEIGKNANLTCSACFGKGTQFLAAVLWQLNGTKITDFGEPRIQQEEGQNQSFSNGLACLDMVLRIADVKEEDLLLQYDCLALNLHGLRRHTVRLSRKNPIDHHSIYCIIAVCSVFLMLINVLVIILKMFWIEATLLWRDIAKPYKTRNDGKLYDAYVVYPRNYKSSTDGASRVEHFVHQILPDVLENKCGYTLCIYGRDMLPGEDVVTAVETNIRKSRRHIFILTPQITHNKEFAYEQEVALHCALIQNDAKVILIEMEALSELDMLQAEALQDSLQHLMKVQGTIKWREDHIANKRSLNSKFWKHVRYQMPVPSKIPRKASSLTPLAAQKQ
# * = called active by the depositor; i = inactive; ? = inconclusive. This is a subset, so the mix of outcomes need not match the whole.
SMILES,ST2 IL33 inh
CC1=C[C@@H](CNC(=O)c2ccco2)[C@H](C(C)C)C[C@H]1CC(=O)NCc1ccc(C#N)cc1,i
Oc1c(CN2CCCCCC2)cc(Cl)c2cccnc12,?
O[C@H]1[C@H](NCc2ccccc2)[C@H]2CO[C@H](O2)[C@@H]1N1CCC(Cc2ccccc2)CC1,?
O=C(CSc1ncnc2nc[nH]c12)N1CCN(c2ccc(Cl)cc2)CC1,i
Cc1cc(C)nc(SCC(=O)c2ccc(C(C)C)cc2)n1,i
Cc1ccccc1Cc1c(C)nc2nc(SCC(=O)NCc3ccco3)nn2c1C,i
COc1ccc(-c2nnc(Nc3ccc(CC(N)=O)cc3)c3ccccc23)cc1,i
COc1ccc(-c2oc3ncn(CC(C)C)c(=N)c3c2-c2ccc(OC)cc2)cc1,?
CC(C)c1ccc(NS(=O)(=O)c2ccc3[nH]cc(C(=O)NCc4cccnc4)c(=O)c3c2)cc1,i
CN(C)CC1(O)CCN(C(=O)COc2ccc3c(c2)OCO3)C1 (stereo unspecified),i
OC1(c2cccc(C(F)(F)F)c2)CCN(Cc2c(F)cccc2F)CC1,?
Nn1c(CCC(=O)O)nc2sc3c(c2c1=O)CCCC3,i
Cc1c(C(=O)N2CCN(c3ncccn3)CC2)sc2nc3n(c(=O)c12)CCCCC3,i
CNC(=O)C(=O)Nc1c(C)cccc1C,i
O=C(NCc1ccccc1)C1CC12CCN(C(=O)/C=C/c1cccs1)CC2 (stereo unspecified),i
N#CC1=C(N)OC2=C(C(=O)CCC2)C1c1ccc(OC(=O)c2ccccc2)cc1 (stereo unspecified),i
Cc1c(-c2ccccc2F)[nH]c2ccc(CNS(=O)(=O)N3CCCC3)cc12,?
COc1ccc(C2CC(=O)C3=C(C2)Nc2ccccc2NC3c2ccccc2Br)cc1 (stereo unspecified),i
COc1cccc(C2CCCCN2Cc2nc(-c3ccc(F)c(OC)c3)oc2C)c1 (stereo unspecified),?
COc1ccc(C2CC(C3C(=O)c4ccccc4C3=O)=NN2)cc1 (stereo unspecified),36%*

# Laid out differently: entries from further up.
canonical_smiles | ST2 IL33 inh
Oc1c(CN2CCCCCC2)cc(Cl)c2cccnc12 | ?
O[C@H]1[C@H](NCc2ccccc2)[C@H]2CO[C@H](O2)[C@@H]1N1CCC(Cc2ccccc2)CC1 | ?

# Looked up by structure from above, seven records:
SMILES,ST2 IL33 inh
O=C(NCc1ccccc1)C1CC12CCN(C(=O)/C=C/c1cccs1)CC2 (stereo unspecified),i
COc1cccc(C2CCCCN2Cc2nc(-c3ccc(F)c(OC)c3)oc2C)c1 (stereo unspecified),?
COc1ccc(C2CC(=O)C3=C(C2)Nc2ccccc2NC3c2ccccc2Br)cc1 (stereo unspecified),i
COc1ccc(-c2nnc(Nc3ccc(CC(N)=O)cc3)c3ccccc23)cc1,i
Cc1ccccc1Cc1c(C)nc2nc(SCC(=O)NCc3ccco3)nn2c1C,i
CC1=C[C@@H](CNC(=O)c2ccco2)[C@H](C(C)C)C[C@H]1CC(=O)NCc1ccc(C#N)cc1,i
O[C@H]1[C@H](NCc2ccccc2)[C@H]2CO[C@H](O2)[C@@H]1N1CCC(Cc2ccccc2)CC1,?

# Next compounds.
SMILES,ST2 IL33 inh
COc1ccc(/C=C2\SC(=O)N(CC(=O)N3CCCCC3)C2=O)cc1OC,i
O=C1CCCC2=C1C(c1ccc(O)cc1)c1c(nc(SCc3ccccc3Cl)[nH]c1=O)N2 (stereo unspecified),i
O=C(Nc1nc(=O)c2ccccc2s1)c1ccc(Cl)cc1,i
Cc1ccc(C(=O)Nc2ccccc2F)cc1S(=O)(=O)N1CCOCC1,i
Cc1cccn2c(=O)c3cc(C(=O)Nc4cc(C(F)(F)F)ccc4Cl)sc3nc12,?
CC(=O)C1=C(C)NC(SCC(=O)c2ccccc2)=C(C#N)C1c1sccc1C (stereo unspecified),i
c1ccc(NCCn2cnc(-c3ccccc3)c2-c2ncc[nH]2)cc1,i
O=C(Nc1c[nH]c(=O)[nH]c1=O)c1ccc(N2C(=O)C3C4C=CC(C4)C3C2=O)cc1 (stereo unspecified),i
Cc1ccc(-n2nc3c(c2NC(=O)c2c(F)cccc2F)CS(=O)C3)cc1 (stereo unspecified),i
CCc1ccc(CN(C)C(=O)c2cc(=O)c3ccccc3o2)nc1,?
CCCCCOc1ccc(/C=c2\sc3nc(-c4ccncc4)nn3c2=O)cc1,i
Cc1cc(C(F)(F)F)nc(CCn2cc(-c3ccnc4ccccc34)nn2)n1,?
NC(=O)CSc1nc2ccccc2[nH]1,i
CCOC(=O)c1c(NC(=O)C(C)Oc2ccc(Cl)c(C)c2)sc(C(C)=O)c1C (stereo unspecified),i
CCCN(CCC)CCc1cccc2c1CC(=O)N2,i
COc1ccc(C)cc1NS(=O)(=O)c1cccc2nonc12,i
NC1=NC(=O)CC(C(=O)Nc2ccc(Cl)cc2)S1 (stereo unspecified),i
CCNc1nc(N2CCCC2)nc(N2CCC(Cc3ccccc3)CC2)n1,57%*
COc1ccc(Cl)cc1S(=O)(=O)NCCOC12CC3CC(CC(C3)C1)C2,?
Cc1n[nH]c(C)c1S(=O)(=O)N1CCC(C(=O)Nc2ccc(Br)cc2)CC1,i
CC(C)CN(CCNC(=O)c1cc(-c2cccnc2)nc2ccccc12)CC(C)C,i
CC(CS(=O)O)C(=O)O (stereo unspecified),i
COc1ccc2c(c1)C1CC(C)(NC(=O)C1c1nc3ccccc3s1)O2 (stereo unspecified),i
CNc1ccccc1Cc1ccccc1,?
Cc1nc(NCc2ccccc2Cl)c2c3c(sc2n1)CCCC3,i
CCCNC(=O)Cn1c(=O)n(CC2CCC(C(=O)NC)CC2)c(=O)c2sccc21 (stereo unspecified),i
COc1ccc(CCC(=O)Nc2cc(N3CCCS3(=O)=O)ccc2C)cc1,?
COc1ccc(-n2nc3c(c2NC(=O)c2ccc(S(=O)(=O)N(C)C)cc2)CS(=O)C3)cc1 (stereo unspecified),i
O=C1C2C(C(=O)N1c1ccccc1Br)[C@H]1C=C[C@@H]2CC1 (stereo partly specified),?
CSc1nc(N)nc(SCC(=O)Nc2ccc(C)cc2)c1C#N,i
CSc1ccc(CN(C(=O)[C@H](N)c2ccccc2)C2CC2)cc1,?
O=c1c2c(nc(SCc3ccccc3)n1-c1ccc(Cl)cc1)CCS2,i
O=C1OC(c2ccccc2)OC(=O)C1=Cc1cccs1 (stereo unspecified),i
Cc1sc(NC(=O)C2CCCCC2C(=O)O)c(C(N)=O)c1C (stereo unspecified),i
O=C(NCCCN1CCCC1)c1cc(=O)[nH]c2ccc(S(=O)(=O)N3CCCCCC3)cc12,i
CCOC(=O)Nc1cccnc1[N+](=O)[O-],i
O=C(NCc1ccccn1)c1ccc(O)cc1,i
Cn1c(=O)c2cc(S(=O)(=O)Nc3ccc(F)c(Cl)c3)ccc2n(C)c1=O,i
CC1=C(C(=O)Nc2cccnc2)C(c2ccc(O)cc2)n2nc(SCc3ccccc3)nc2N1 (stereo unspecified),?
Cc1cc(C(=O)Nc2cccc3nsnc23)ccc1[N+](=O)[O-],?

# Six compounds out of the list, sorted by length of the SMILES, smallest number first:
SMILES,ST2 IL33 inh
CNc1ccccc1Cc1ccccc1,?
CCOC(=O)Nc1cccnc1[N+](=O)[O-],i
Cc1nc(NCc2ccccc2Cl)c2c3c(sc2n1)CCCC3,i
O=c1c2c(nc(SCc3ccccc3)n1-c1ccc(Cl)cc1)CCS2,i
CCCNC(=O)Cn1c(=O)n(CC2CCC(C(=O)NC)CC2)c(=O)c2sccc21 (stereo unspecified),i
COc1ccc(-n2nc3c(c2NC(=O)c2ccc(S(=O)(=O)N(C)C)cc2)CS(=O)C3)cc1 (stereo unspecified),i

# Next part.
SMILES,ST2 IL33 inh
C=C1CC[C@@H]2[C@](C)(CO)[C@H](O)CC[C@@]2(C)[C@@H]1CC(O)C1=CCOC1=O (stereo partly specified),i
CCSc1nc(CC(=O)N[C@H]2CCN(Cc3ccccc3)C2)cs1,?
COc1cccc(-n2c(=O)c3sccc3n(CC(=O)NC3CCCC3)c2=O)c1,?
Cc1ccc2nc(-c3ccccn3)c(Nc3ccc4c(c3)OCCO4)n2c1,31%*
Cc1ccc(C2(O)CCN(Cc3cc(C#CCO)cs3)CC2)nc1,i
CCOC(=O)N1CCC2(CC1)NCCc1[nH]cnc12,i
COc1ccc(C(=O)N2CCN(c3ccc([N+](=O)[O-])cc3)CC2)cc1OC,i
COC(=O)[C@@H]1Cc2ncn(C(C)C)c2CN1C(C)=O,i
Cc1nnc(SCC(=O)Nc2ccccc2)c2ccccc12,i
O=c1oc(-c2cc([N+](=O)[O-])ccc2Cl)nc2ccc(Br)cc12,i
CC1(C)CC(=O)C2=C(C1)Nc1ccccc1NC2c1ccccc1O (stereo unspecified),i
COc1cc(NC(=O)CCC(=O)O)nc(OC)n1,i
Cc1ccc(CNS(=O)(=O)c2ccc3c(c2)C(=O)NC3)cc1,i
Cc1cc2c(cc1S(=O)(=O)N1CCCC1C(=O)NCc1ccc(Cl)cc1)OCC(=O)N2 (stereo unspecified),i
CCNc1ncc(C(=O)N(C)Cc2ccsc2)cn1,i
COc1cc(-c2cccc3cccnc23)cc(OC)c1OC,?
O=c1ccc2ccc(OCc3ccc(F)cc3)cc2o1,i
CN(C)S(=O)(=O)NCc1cccnc1N1CCN(c2ccccn2)CC1,i
COc1ccc(NCn2nnc3ccccc32)c([N+](=O)[O-])c1,?
O=C1c2ccccc2C(=O)N1CC(=O)N1CCc2ccccc21,i
Cc1ccc(NC(=O)N2CCC(n3c(C)nc4cccnc43)CC2)cc1Cl,i
COc1cccc(CN2CCN(Cc3c[nH]c4ccccc34)CC2)c1,i
CCOc1ccc(-c2cn(-c3cccc(Cl)c3)c(=O)[nH]2)cc1Cl,i
CC1=C(C(=O)N2CCOCC2)C(c2ccc(C)cc2)n2c(nc3ccccc32)N1 (stereo unspecified),i
COc1ccc(OC)c(NS(=O)(=O)c2cccc3cccnc23)c1,i
CCn1c(C2CCCN(C3CCN(c4ccccc4)CC3)C2)nn(C)c1=O (stereo unspecified),?
CC1CN(CC(=O)N2CCC(c3ccncc3)CC2)Cc2cc(Cl)ccc2O1 (stereo unspecified),?
Cc1ccc2[nH]c3c(c2c1)CCCC3NCc1ccc(Cl)cc1 (stereo unspecified),?
Cc1cc(CNC(=O)[C@H](C)n2cnnn2)c2[nH]c(C)c(C)c2c1,i
CCOC(=O)Cn1c(=N)n(CCN2CCCCC2)c2ccccc21,i
Cc1ccc2oc(C(=O)N(C)Cc3snnc3C)cc2c1,i
CC12CCC(OC3OC(CO)C(O)C(O)C3OC3OC(CO)C(O)C(O)C3O)CC1CCC1C2CCC2(C)/C(=C3/COC(=O)C3)CCC12O (stereo unspecified),i
CCCc1cc2c(=O)c(-c3ccc4c(c3)OCO4)coc2cc1OC(C)=O,i
COc1ccccc1NC(=O)CCC(=O)O,i
Cc1ccc(NC(=O)C(=O)N2CCCN(C)C3(CCN(C)CC3)C2)c(C)c1,?
Cc1ccccc1C(=O)Nc1cccc([N+](=O)[O-])c1,i
Cc1ccc(NC(=O)NC[C@H]2O[C@@H](CC(=O)N3CCCC3)[C@H](O)[C@@H]2O)cc1,i
CC(=O)N1N=C(c2ccc(C)cc2)CC1c1cn(-c2ccccc2)nc1-c1ccccc1 (stereo unspecified),i
N#Cc1c2c(c(-n3ccnc3)n3c1nc1ccccc13)CCCC2,?
N#Cc1ccc(-c2cccnc2)nc1SCC(=O)c1ccc(Br)cc1,?
Cc1cccc(Nc2nc(C)[nH]c2[N+](=O)[O-])c1,i
COc1ccc(C)cc1S(=O)(=O)NCCOC12CC3CC(CC(C3)C1)C2,?
O=C(NCC1(c2cccc(F)c2)CCOCC1)c1cn2c(n1)CNCC2,i
N#C/C(=C\Nc1ccccc1F)c1nc(-c2cc3cc(Br)ccc3oc2=O)cs1,?
Cc1ccc(NS(=O)(=O)C[C@@]23CC[C@H](CC2=O)C3(C)C)cc1,i
CN=C(NS(=O)(=O)c1cc(C)ccc1C)c1ccccc1,i
CCOC(=O)N1CCN(C(=O)Nc2ccccc2Cl)CC1,i
CC1CCCN(S(=O)(=O)c2ccc3c(c2)CCN3C(=O)C2CC2)C1 (stereo unspecified),i
Cc1ccoc1C(=O)N(C)Cc1cc(-c2cccs2)n[nH]1,?
Cc1cc2ccccc2c(=O)n1CC(=O)N1CCCCCC1,i
CCc1ccc(-c2nccn2Cc2ccc3c(c2)OCO3)nc1,?
COc1ccc(/C=C2\C(=O)N(c3ccc(Cl)c(C(=O)O)c3)N=C2C)cc1OC,i
CCN(CC)S(=O)(=O)c1cc(C(=O)Nc2ccc(C(=O)O)cc2)ccc1C,i
CCc1ccccc1NC(=O)[C@@H]1C[C@@H]1c1ccccc1,i
CC(C)(C)c1ccc(Cn2cnc3scc(-c4ccccc4)c3c2=O)cc1,i
COC(=O)c1cc(O)cc(O)c1C(=O)c1c(O)c(Cl)c(C)c(Cl)c1OC,?
O=C1CCCN2N=C(SCC(=O)Nc3ccc(F)cc3F)SC2=N1,i
COc1ccc2nc(N3CCCC3)sc2c1,i
OCCn1c(-c2cccc(-n3cccn3)c2)nc2ccccc21,i
Cc1n[nH]c(C)c1S(=O)(=O)N1CCCCCC1,i
# Next compounds.
SMILES,ST2 IL33 inh
CC(=O)c1cccc(NS(=O)(=O)c2cccc3cccnc23)c1,i
CCC(C)OC(=O)C1=C(C)NC2=C(C(=O)C(C(=O)OC)C(C)C2)C1c1ccccc1F (stereo unspecified),i
COc1ccc(C2CC(C(F)(F)F)n3nc(C(=O)N4C(C)CCCC4C)c(Cl)c3N2)cc1 (stereo unspecified),i
COc1ccc(Cn2c(CNS(C)(=O)=O)nc3cccnc32)cc1,i
CCc1c(C)c(C#N)c2nc3ccccc3n2c1NCc1ccco1,i
CN1CCN([C@H]2CN(Cc3ccc(-n4cncn4)cc3)C[C@@H]2O)CC1,i
COC(=O)Cc1[nH]nc2c1C(C1C=CCCC1)C(C#N)=C(N)O2 (stereo unspecified),?
CC(C)NC(=O)C[C@@H]1CCNC[C@@H]1Cc1cc(CSc2ccccc2)on1,i
CCSc1nnc(NC(=O)CSc2nc3c(c(=O)n2-c2ccc(C)cc2)SCC3)s1,i
CCOc1ccccc1Nc1cc(C)nc2ccc(Cl)cc12,i
COc1ccc(N2CCN(C(=O)c3ccc(N(C)S(=O)(=O)c4ccccc4)cc3)CC2)cc1,i
O=C(NCCc1ccccc1)C1CCN(C(=O)c2ccc(F)cc2)CC1,i
OCc1ccc(CN2CCCC(c3ccccc3)C2)o1 (stereo unspecified),?
